Source: PubChem
CXCR6 block: CXCR6 (human) receptor inhibition. O00574. CHO-K1 PathHunter CXCR6 beta-arrestin, luminescence. inhibition, % at 20 µM. 360,000 compounds, 0.36% hits; in the data active = inhibition above about 34%, passing the limit was not always enough;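 note: antagonist mode with CXCL16 agonist at 10 nM final; 0% = 10 nM CXCL16 with DMSO and 100% = unstimulated wells without agonist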
Target sequence (O00574 whole entry, looked up): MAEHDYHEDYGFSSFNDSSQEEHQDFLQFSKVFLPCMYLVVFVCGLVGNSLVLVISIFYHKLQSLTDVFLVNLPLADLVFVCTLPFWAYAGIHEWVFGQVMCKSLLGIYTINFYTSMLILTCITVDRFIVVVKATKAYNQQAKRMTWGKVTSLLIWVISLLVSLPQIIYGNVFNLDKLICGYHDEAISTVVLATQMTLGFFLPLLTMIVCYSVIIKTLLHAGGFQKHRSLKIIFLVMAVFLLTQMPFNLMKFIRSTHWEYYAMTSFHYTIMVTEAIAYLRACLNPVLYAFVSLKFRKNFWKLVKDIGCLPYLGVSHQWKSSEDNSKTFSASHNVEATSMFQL
EBI2 block: antagonists of human EBI2 receptor; 360,000 compounds, 0.81% hits; inhibition, % at 5 µM; AID 651636; EBI2 beta-arrestin recruitment, luminescence, 7a,25-OHC stimulated; in the data active = inhibition above about 38%;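 note: enzyme fragment complementation signal reports receptor beta-arrestin coupling in cells; 0% = agonist plus DMSO wells and 100% = wells without agonist; some results beyond the cut were filed as inactive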
Target sequence (P32249 whole entry, looked up, the tested form may be a part): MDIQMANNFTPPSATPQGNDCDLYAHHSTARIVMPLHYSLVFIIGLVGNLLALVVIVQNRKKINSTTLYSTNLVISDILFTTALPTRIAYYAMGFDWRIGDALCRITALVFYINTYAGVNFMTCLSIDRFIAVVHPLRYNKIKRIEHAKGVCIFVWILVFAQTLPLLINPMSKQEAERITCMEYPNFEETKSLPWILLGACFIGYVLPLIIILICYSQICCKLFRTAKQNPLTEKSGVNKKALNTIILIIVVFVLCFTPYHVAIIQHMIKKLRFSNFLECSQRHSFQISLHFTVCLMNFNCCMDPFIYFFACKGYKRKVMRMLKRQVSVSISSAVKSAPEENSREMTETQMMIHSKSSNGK
MPTP block: blocks calcium-induced mitochondrial swelling. isolated mouse mitochondria, Ca2+ swelling absorbance, 30 min. inhibition, % at 10 µM. 360,000 compounds, 1.4% hits;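 active = inhibition of 50% or more, scaled per plate between neutral and stimulator controls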;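 note: 0% = DMSO wells given calcium and 100% = 1 mM EGTA wells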
* hit, by the source's call. An excerpt; the hit share may differ from the screen's.

SMILES	CXCR6 block	EBI2 block	MPTP block
CC(=O)NC(c1ccc(F)c(F)c1)c1nc(-c2ccc3c(c2)OCO3)cs1 (stereo not drawn)	-6.5	5.9	-0.2
CC(C)CC(N)c1csc(Nc2ccc(C(=O)NCCCO)cn2)n1 (stereo not drawn)	7.3	-3.7	-3.5
CC1(c2nnnn2Cc2ccccc2)CCC(=O)N1CCc1c[nH]c2ccccc12 (stereo not drawn)	-0.6	6.3	-0.5
CCCc1c(C(=O)N/N=C(\C)c2ccc(CC(C)C)cc2)nnn1-c1nonc1N	2.9	16.0	-0.9
C/C=C/c1cnc2c(c1)C(=O)N([C@H](C)CO)C[C@@H](C)[C@@H](CN(C)C(=O)NC1CCCC1)O2	-0.8	0.3	-2.1
O=C(NC(c1ccccc1)c1ccsc1)C1CCN(Cc2ccc(Oc3ccccc3)cc2)CC1 (stereo not drawn)	13.8	2.1	4.9
Cc1ccc2ccccc2c1C(O)c1ncc(-c2cccc(F)c2)[nH]1 (stereo not drawn)	4.6	9.9	0.7
CCOC(=O)CN1C(=O)N2C[C@H]3CON(C)[C@H]3C[C@H]2c2ccccc21	-4.0	-10.2	-0.1
Cc1cc(C)cc(Cn2c(C)c(C(=O)N(C)Cc3ccc(F)cc3)sc2=O)c1	11.8	3.2	0.6
CC(C)C[C@@H](CN1CCC[C@H]1CN1C(=O)C(=O)NC[C@@H]1Cc1ccccc1)N1C[C@H](Cc2ccc(O)cc2)N(CC2CCCCCC2)C(=O)C1=O	-0.9	-7.9	-6.3
Cc1ccc(Cc2c(-c3ccc(Cl)cc3)nc3ccc(Br)cn23)cc1	14.9	11.8	-2.4
COc1ccc(CN2C(=O)C(CC(=O)NCCCN(C)C)CC(C(=O)N3CCCCCC3)=C2C)cc1 (stereo not drawn)	2.4	-3.5	0.4
CNC(=O)C[C@H]1C(=O)N(CCc2ccccc2)C[C@@H]1C	4.6	-5.9	0.2
O=C(Nc1cccc(Cl)c1)c1ccc2sc([C@H]3C[C@H](O)[C@@H](CO)O3)nc2c1	8.5	2.4	0.4
Cc1cccc(-n2ncc3c2CCCC3NC(=O)c2cccs2)c1C (stereo not drawn)	1.6	-3.1	10.5
CN(C)CCN(Cc1ccccc1)C(=O)c1[nH]c(C(F)(F)F)nc1-c1ccccc1	-2.1	-4.0	-2.3
Cn1ccc2c(-c3ccc(F)nc3)cc3c(c21)C1CCC3O1 (stereo not drawn)	4.0	-1.5	-0.3
OC[C@@H]1CN(Cc2ccccc2)C[C@H](n2cnc3c(NC4CC4)ncnc32)O1	6.2	24.4	-2.7
Cc1c(N=O)c(-c2ccccc2)n(O)[n+]1[O-]	1.9	-7.1	1.5
O=C(Nc1ccc(-c2nc3ccccc3[nH]2)cc1)C1CCCN(Cc2ccn[nH]2)C1 (stereo not drawn)	-4.0	-7.3	12.6
Cc1cc(C(=O)COC(=O)Cc2c(F)cccc2Cl)c(C)n1C	-4.5	0.4	-1.8
COc1cccc(C#Cc2ccc3c(c2)O[C@@H](CN(C)C(=O)c2ccccn2)[C@@H](C)CN([C@H](C)CO)S3(=O)=O)c1	7.4	7.2	-1.9
O=C(OCc1cn([C@@H]2CN(C(=O)c3cccs3)[C@@H](c3ccccc3)C[C@H]2O)nn1)c1ccccc1	8.9	6.1	3.2
CCOC(=O)Cc1ccc(Nc2nc3cc(-c4ccccc4C)sc3c(=O)n2C)cc1	12.5	27.0	0.4

Record cards (already shown). Values in the order: CXCR6 block	EBI2 block	MPTP block
Listed for `O=C(OCc1cn([C@@H]2CN(C(=O)c3cccs3)[C@@H](c3ccccc3)C[C@H]2O)nn1)c1ccccc1` → 8.9	6.1	3.2
Listed for `OC[C@@H]1CN(Cc2ccccc2)C[C@H](n2cnc3c(NC4CC4)ncnc32)O1` → 6.2	24.4	-2.7

Remaining list, next part.
SMILES	CXCR6 block	EBI2 block	MPTP block
Cc1cn([C@H]2C[C@H](O)[C@@H](/C=C/C(=O)NCc3ccc4c(c3)OCO4)O2)c(=O)[nH]c1=O	3.0	-14.3	-1.6
CCc1nc2ccc(C(=O)NCC3CCCCC3)cn2c1N(C)Cc1ccc(OC)cc1	10.4	19.5	2.0
CCN(CC)C1CCN(C(=O)c2ccc(OC3CCN(C(=O)CCOC)CC3)cc2)C1 (stereo not drawn)	0.3	-2.6	-2.0
O=C(NCCc1ccccc1)c1cccc2c(-c3ccc(F)c(F)c3)coc12	8.9	-4.0	2.5
CN1CCN(c2ccc(CNC(=O)c3ccc(-c4ccnn4C)c4ccoc34)cc2)CC1	-2.4	-7.9	2.2
Cc1cccc(C)c1-n1nnnc1C(c1cccc2ccccc12)N1CCN(C/C=C/c2ccccc2)CC1 (stereo not drawn)	9.4	36.3	0.9
CC(=O)C1=CCC(c2ccccc2)N(S(=O)(=O)c2cccc(C)c2)C1 (stereo not drawn)	3.3	-6.0	0.5
CC(=O)Nc1ccc(NC(=O)c2ccc(-c3ccnn3C)c3ccoc23)cc1	2.2	-26.4	-1.0
CC(C)CCn1nc(C(=O)OCC(=O)NC(C)c2ccccc2)c2ccccc2c1=O (stereo not drawn)	1.8	3.0	-0.8
COc1cc(NC(C)CCCN)c2nc(C)ccc2c1Oc1ccc(F)cc1 (stereo not drawn)	-0.9	-16.4	-2.2
O=S1(=O)CC(N2CCCCC2)CN1CCc1ccccc1 (stereo not drawn)	-0.1	-5.2	0.3
CCCCN1C(=O)C(CC(=O)NCc2cccc3ccccc23)CC(C(=O)N(CC)CC)=C1C (stereo not drawn)	-3.7	4.8	0.3
CN(Cc1cn(Cc2ccc(F)cc2)nn1)C1CN(Cc2cn(Cc3ccc(F)cc3)nn2)S(=O)(=O)C1 (stereo not drawn)	-3.2	-6.3	-0.4
CCOC(=O)[C@]12CCCC=C1N(Cc1ccco1)C(=O)[C@H](CC(=O)NCc1cccc3ccccc13)C2	15.4	11.2	-2.0
Cn1nccc1-c1coc2c(C(=O)NCC3CCOCC3)cccc12	-1.6	4.8	-0.4
CCCCCC(=O)N1C[C@H](O)[C@@H](n2cc(C3CC3)nn2)C[C@@H]1c1ccc(C)cc1	-1.6	9.8	0.3
Cc1nn(-c2ccccc2)nc1C(=O)Nc1cccc(C(=O)NC2CC2)c1	0.9	3.8	0.6
COCCNC(=O)C1(C)CCCN(C(=O)c2cccc(C(F)(F)F)c2)C1 (stereo not drawn)	0.3	2.0	0.3
C[C@H](CO)N1C[C@H](C)[C@@H](CN(C)S(=O)(=O)c2ccc(Oc3ccccc3)nc2)OCc2cnnn2CCCC1=O	6.1	-2.4	-1.4
COc1cc(OC)cc(-c2c(Sc3ccccc3)c3cc(-c4ccc(OC)nc4)ccc3n2C)c1	5.4	13.0	1.0
CCOC(=O)[C@]12CCCC=C1N(Cc1ccco1)C(=O)[C@H](CC(=O)N1CCSCC1)C2	6.0	-8.3	-2.0
Cn1c(=O)c2cc(NC(=O)NCc3ccccc3)ccc2n1Cc1cccc(C(F)(F)F)c1	-1.5	-5.6	1.8
O=C(NCCCN1CCOCC1)c1cc(S(=O)(=O)N2CCCCC2)ccc1Cl	-1.2	-4.5	0.1
CC(C)C[C@@H](CN1CCC[C@@H]1CN1C(=S)NC[C@@H]1Cc1ccc(O)cc1)N1C[C@H](Cc2ccc(O)cc2)N(CC2CCCCCC2)C1=S	-5.8	84.7*	4.9
CCc1nc2ccc(C(=O)NCCCn3ccnc3)cn2c1N(C)Cc1ccc(N(C)C)cc1	-4.8	1.6	-1.5
Cc1cc2nc(-c3ccc(C#N)cc3)c(Cc3ccsc3)n2c(C)c1Br	-9.2	9.7	-0.2
COc1ccc(Nc2c(-c3cc4ccccc4o3)nc3nc(C)cc(C)n23)cc1	-3.1	2.6	0.6
COc1ccc(CC(N)c2csc(Nc3nccc(C(F)(F)F)n3)n2)cc1 (stereo not drawn)	-7.6	-2.6	0.7
Cc1ccc(C(O)c2ncc(-c3ccccc3C)[nH]2)cc1F (stereo not drawn)	-1.2	-6.3	1.9
N#CCC(=O)Nc1ccc(C(=O)Nc2cccc(S(=O)(=O)N3CCCC3)c2)cc1	1.9	2.4	0.8
CC1OC(C2CCCCC2)Cc2[nH]c(=S)[nH]c(=O)c21 (stereo not drawn)	-7.2	0.3	0.1
COc1ccc(-c2cc(NC=O)c3ncc(-c4ccc(C(C)=O)cc4)n3c2)cc1OC	14.7	16.0	2.1
CN(C)CCNC(=O)c1cccc(-c2cnc3c(NC=O)cc(-c4ccc(F)cc4)cn23)c1	4.0	3.6	-0.8
COc1ccc(-c2cnc(C(O)c3ccc(CN4CCCCC4)cc3)[nH]2)cc1 (stereo not drawn)	0.8	-6.8	0.9
CNC(=O)C1(C)CCN1C(=O)Cc1ccc(C(C)C)cc1 (stereo not drawn)	3.0	-4.1	7.5
O=C(Nc1nnc([C@@H]2C[C@H](O)[C@@H](CO)O2)s1)c1ccc(Oc2ccccc2)cc1	-0.3	-2.6	-1.7

3 entries out of the list above, sorted by the number in CXCR6 block, lowest first:
| SMILES | CXCR6 block | EBI2 block | MPTP block |
| --- | --- | --- | --- |
| COc1ccc(Nc2c(-c3cc4ccccc4o3)nc3nc(C)cc(C)n23)cc1 | -3.1 | 2.6 | 0.6 |
| Cc1ccc(C(O)c2ncc(-c3ccccc3C)[nH]2)cc1F (stereo not drawn) | -1.2 | -6.3 | 1.9 |
| O=C(Nc1nnc([C@@H]2C[C@H](O)[C@@H](CO)O2)s1)c1ccc(Oc2ccccc2)cc1 | -0.3 | -2.6 | -1.7 |

Next compounds
SMILES	CXCR6 block	EBI2 block	MPTP block
CCOC(=O)[C@]12CCCC=C1N(Cc1cccc3ccccc13)C(=O)[C@H](CC(=O)N1CCN(C(=O)C3CC3)CC1)C2	-0.2	-2.6	-0.5
O=C(N1CCOCC1)N1[C@H](COCc2ccccc2)C=CS1(=O)=O	-2.2	1.3	-1.8
COc1ccc(-c2cnc(C(O)c3ccc(-c4ccccc4)cc3)[nH]2)cc1 (stereo not drawn)	-4.6	-1.6	0.0
COc1ccc(Cl)cc1NC(=O)CN1C(=O)C(=O)N(C2CCCC2)C1=O	2.4	-10.3	0.0
CN1CCN(C(=O)c2cc3c(c(-c4cccc(C#CC(C)(C)O)c4)n2)[C@H](CCO)N(S(=O)C(C)(C)C)C3)CC1 (stereo partly drawn)	4.0	-11.0	0.5
CC1(Oc2ccc(Cl)cc2)CCN(Cc2ccc(-c3ccccn3)cc2)C1 (stereo not drawn)	-1.1	-10.8	0.5
Fc1ccc(-c2nc3ccc(Br)cn3c2Cc2ccccc2C(F)(F)F)cc1	-1.5	-12.9	-0.2
O=C1C(=Cc2ccc(Cl)cc2)CCc2ccccc21	-1.1	-37.3	2.5
COc1cccc(OC)c1C(=O)OCC(=O)NCCNC(=O)COC(=O)c1c(OC)cccc1OC	-0.1	-1.7	-0.8
CCc1nc2c(OCCn3cccc3)cccn2c1N(C)C(=O)c1ccccc1F	8.1	-4.2	0.3
CC(=O)Nc1cccc(-c2ccnc3c2CC(C(=O)NCc2cccs2)O3)c1 (stereo not drawn)	-2.6	-12.1	0.9
CNc1nc(NCc2ccccc2)c2sccc2n1	-8.1	-7.7	-1.1
O=C1CCC(C(=O)OCC(=O)Nc2ccc(SC(F)F)cc2)=NN1	0.2	-7.9	-1.3
CC1(C(=O)Nc2cccc(C#N)c2)CCN1C(=O)CCc1ccccc1 (stereo not drawn)	-8.1	-0.3	0.0
CCOc1ccc(S(=O)(=O)N2CCCCC2)cc1NC(=O)C1CCCC1	8.0	0.0	-0.3
COc1cc(-c2cc(NC=O)c3ncc(-c4ccccc4)n3c2)cc(OC)c1OC	20.6	16.8	-0.5
CCOC(=O)[C@]12CCC=C1N(Cc1ccc(Cl)cc1Cl)C(=O)[C@H](CC(=O)NCCCOC)C2	-3.6	-6.1	-1.0
O=C(Nc1ccc(S(=O)(=O)NC2=NCCCCC2)cc1)c1cccc(OC(F)F)c1	3.5	2.8	-0.2
Cc1nc2ccc(NC(=O)c3ccccc3)cc2c(=O)n1Cc1ccc(F)cc1	-3.7	23.7	2.7
CNc1cncc(-c2ccc(OCCCN(C)C)nc2)n1	-3.5	-4.8	-1.0
COc1ccc(NC(=O)c2cc(-c3cc(F)ccc3OC)n[nH]2)c(OC)c1	1.6	3.8	-0.5
COc1cc(OC)c(NC(=O)CC2SC(N)=NC2=O)cc1Cl (stereo not drawn)	2.2	-15.7	-0.3
CC1=C(C(=O)N2CCOCC2)CC(CC(=O)NC2CCCC2)C(=O)N1Cc1ccc(C(C)(C)C)cc1 (stereo not drawn)	4.3	-1.7	-2.4
CSc1ncnc2c1ncn2CCCNCCCc1ccccc1	-3.7	-7.7	-1.0
CCCCC(=O)N(C)c1c(C)nc2ccc(C(=O)N3CCN(C(=O)c4ccco4)CC3)cn12	-0.9	0.1	-1.8
CCc1nc2c(OCCn3cccc3)cccn2c1N(C)C(=O)C1CC1	-5.1	-7.1	0.2
CC(C)C(=O)N1CCCC1(C)C(=O)Nc1ccc(-n2cccc2)cc1 (stereo not drawn)	-3.8	0.5	-2.1
CC(=O)ON=C1C=CC(=C(C#N)c2ccccc2)C=C1	21.9	14.7	2.2
CCCc1c(-c2cccc(Cl)c2)ncn1Cc1ccccc1OC	-3.4	19.6	1.3
O=C(NCCS(=O)(=O)N1CCN(c2ccccc2)CC1)C12CC3CC(CC(C3)C1)C2	-2.1	3.2	-0.5
Cn1c(=O)c2cc(NC(=O)NCc3ccc(Cl)cc3Cl)ccc2n1Cc1ccccc1	2.0	8.8	7.7
CNc1cc(-c2cccc(C(=O)N3CCOCC3)c2)ncn1	-3.7	-1.1	-1.8
CCC(CO)Nc1ccn2nc(-c3cccc(Cl)c3)cc2n1 (stereo not drawn)	2.4	8.1	1.3
COc1ccccc1-c1cc(NC(C)=O)c2ncc(-c3cccc(C(F)(F)F)c3)n2c1	10.1	20.9	1.8
Cn1c(=O)c2c(-c3ccccc3)n(-c3cc([N+](=O)[O-])ccc3N)cc2n(C)c1=O	0.6	-1.6	-0.2
CC(C)Oc1ccc(CN2CCC2(C)C(=O)Nc2ccc3c(c2)OCO3)cc1 (stereo not drawn)	-7.1	-3.2	-0.4
